All columns: NCI-60 one-dose screen, growth in % after 48 h at 10 µM unless noted; 100 = growth as untreated, 0 = no growth, -100 = all killed.
NCI-H322M = NCI-H322M lung cancer | 80,000 tested, 2.7% active
NCI-H460 = NCI-H460 lung cancer; 82,000 tested, 6.8% active; AID 1794736
NCI/ADR-RES = NCI/ADR-RES ovarian cells. AID 1794790. 81,000 tested, 4.4% active
HCT-116 = HCT-116 colon cancer. 82,000 tested, 7.3% active. AID 1794798
NCI-H226 = NCI-H226 lung cancer; 79,000 tested, 3.5% active; AID 1794732
HCT-15 = HCT-15 colon cancer; 82,000 tested, 5.2% active
NCI-H23 = NCI-H23 lung cancer; 80,000 tested, 4% active
NCI-H522 = NCI-H522 lung cancer; 78,000 tested, 8% active; AID 1794739
COLO 205 = COLO 205 colon cancer; 79,000 tested, 7.3% active
Numbers without * were called inactive; · = no result given. How the source made its calls: active means growth percent below 10; inactive means the rest.

Structure,NCI-H322M,NCI-H460,NCI/ADR-RES,HCT-116,NCI-H226,HCT-15,NCI-H23,NCI-H522,COLO 205
CCc1nnc(CNc2ccc(Cl)cc2)o1,92,100,98,96,93,100,105,90,106
CCCCCCCCn1cc[n+](C)c1 (tested in a mixture with another compound),89,96,94,56,74,108,57,57,82
O=C(CSc1nc2ccc(Cl)cc2[nH]1)Nc1ccc(-c2nc3ccccc3s2)c(Cl)c1,100,104,96,86,90,98,101,·,104
CC(C#N)NCc1ccccc1 (stereo not given),107,105,102,104,97,100,102,85,105
COc1cc2nc(Cl)nc(Nc3cccc(C4=NN(C=O)C(c5ccc(Br)cc5)C4)c3)c2cc1OC (stereo not given),95,100,101,95,101,94,101,91,114
CCC(=O)Nc1ccc(C(=O)c2ccccc2)cc1,131,106,106,110,103,93,114,96,123
COc1cc2c(cc1-c1c(C)noc1C)ncc1nc(C3CCCC3)n([C@H](C)COC(F)F)c12,47,51,36,31,48,17,54,23,24
COc1ccc(-c2nn(-c3cccc(Cl)c3)cc2/C=C/C(=O)c2cccs2)cc1,·,98,95,88,99,102,89,64,107
CCCCC(CC)C/C=C(/C)OC(C)=O (stereo not given),111,102,102,97,97,92,107,·,102
COC(=O)c1cccc2c(Cl)cc3ccccc3c12,116,104,·,98,100,94,101,90,118
NNC(=O)c1cccc(C(=O)NN)n1,103,112,108,91,94,101,103,85,102
CC(C)[C@H](N)C(=O)OCC(CO)OCn1cnc2c(=O)[nH]c(N)nc21 (stereo not given in full),·,109,106,114,94,100,115,·,109
COc1cnc2c(c1)C(=O)c1c-2n(CCCNCCO)c(=O)c2cc(F)ccc12,101,116,107,106,108,109,104,102,121
OC(Cc1ccccc1)(c1ccc(Cl)cc1)c1ccc(Cl)cc1,105,97,87,78,80,83,76,90,94
COc1ccc(N2C(=O)CCC2=O)cc1,103,100,104,105,100,107,103,92,101
CCN(Cc1ccc(Cl)c(Cl)c1)c1ccc2nc(N)nc(N)c2c1C,-94*,-96*,-94*,-82*,-62*,-82*,-77*,-65*,-96*
S=c1[nH]ccn1-c1ccccc1,103,96,109,99,92,96,105,96,100
Cc1cc2cccnc2c2ncccc12,40,0.8*,11,14,-2.1*,37,19,22,9.8*
CC(C)C1CCC(C(C)(C)O)CC1 (stereo not given),108,109,104,101,115,105,106,100,111
O=C(Nc1ccc(Cc2ccc(NC(=O)Nc3cccnc3)cc2)cc1)Nc1cccnc1,92,94,85,94,·,92,93,69,101
S=c1nc(-c2ccccc2)cc(-c2cn(-c3ccccc3)nc2-c2ccc(OCc3ccccc3)cc2)[nH]1,93,104,99,97,90,96,97,81,112
Cc1cc(=O)[nH]c(/C(=N/Nc2ccccc2)C(=O)c2ccc(Cl)cc2)n1,107,109,106,87,109,112,105,·,106
CCn1c(SCc2ccc(OC)cc2)nnc1-c1nn(-c2ccc(Cl)cc2Cl)c(-c2ccc(Cl)cc2)c1C,94,75,88,47,68,74,65,64,84
CSc1nc(C(=O)O)cc(=O)[nH]1,·,105,103,95,102,108,102,105,126
O=C(CSc1nnc(-c2cnccn2)n1-c1ccccc1)c1ccc(Cl)cc1,95,103,104,95,104,97,108,95,100
CC(C)(Sc1cc(C(C)(C)C)c(OC(=O)CCCC(=O)O)c(C(C)(C)C)c1)Sc1cc(C(C)(C)C)c(OC(=O)CCCC(=O)O)c(C(C)(C)C)c1,49,9.3*,70,16,65,7.3*,30,38,58
CCN(CC)CCn1c(=N)n(CC(O)c2ccc(Cl)c(Cl)c2)c2ccccc21 (stereo not given),100,104,89,78,92,51,91,45,19
CCCN(CCC)C(=O)SCC,110,104,108,108,99,110,107,·,115
CC(=O)c1sc(/N=C2\NC(=O)/C(=C3/C(=O)N(C)c4ccc(Cl)cc43)S2)nc1C,96,113,100,94,94,102,96,89,108
CC(C)=CC/C=C(/C)[C@H]1CC[C@]2(C)[C@@H]1CC[C@@H]1[C@@]3(C)C/C(=C/c4ccc(Br)cc4)C(=O)C(C)(C)[C@@H]3CC[C@]12C,103,101,96,89,96,95,90,84,135

Already shown: entries from further up.
Structure,NCI-H322M,NCI-H460,NCI/ADR-RES,HCT-116,NCI-H226,HCT-15,NCI-H23,NCI-H522,COLO 205
COc1cc2nc(Cl)nc(Nc3cccc(C4=NN(C=O)C(c5ccc(Br)cc5)C4)c3)c2cc1OC (stereo not given),95,100,101,95,101,94,101,91,114
CCC(=O)Nc1ccc(C(=O)c2ccccc2)cc1,131,106,106,110,103,93,114,96,123

The list continues.
Structure,NCI-H322M,NCI-H460,NCI/ADR-RES,HCT-116,NCI-H226,HCT-15,NCI-H23,NCI-H522,COLO 205
COc1ccc(C2Sc3ccccc3N(CCN(C)C)C(=O)C2OC(C)=O)cc1 (stereo not given),·,108,86,92,99,92,101,·,108
O=C(Nc1ncc(Cc2cccc(C(F)(F)F)c2)s1)C(=S)N1CCOCC1,97,111,96,104,91,102,94,85,109
O=C(Nc1cccc(Cl)c1)Oc1ccc2c(c1)CCC2,105,103,101,103,103,90,91,98,108
NC1=NC(c2ccc3ccccc3c2)c2sc3ccc(Cl)cc3c2N1 (stereo not given),94,93,102,89,91,111,93,88,107
COc1ccc(C2=Nc3c(N)ncnc3NC(c3sc(Cl)nc3Cl)C2)cc1 (stereo not given),104,102,·,99,97,107,98,101,110
NC(=O)C(=O)Nc1ccc2c(c1)OCO2,94,114,108,109,104,100,101,68,104

Compounds listed so far that have four or more nitrogen atoms:
Structure,NCI-H322M,NCI-H460,NCI/ADR-RES,HCT-116,NCI-H226,HCT-15,NCI-H23,NCI-H522,COLO 205
O=C(CSc1nc2ccc(Cl)cc2[nH]1)Nc1ccc(-c2nc3ccccc3s2)c(Cl)c1,100,104,96,86,90,98,101,·,104
COc1cc2nc(Cl)nc(Nc3cccc(C4=NN(C=O)C(c5ccc(Br)cc5)C4)c3)c2cc1OC (stereo not given),95,100,101,95,101,94,101,91,114
COc1cc2c(cc1-c1c(C)noc1C)ncc1nc(C3CCCC3)n([C@H](C)COC(F)F)c12,47,51,36,31,48,17,54,23,24
NNC(=O)c1cccc(C(=O)NN)n1,103,112,108,91,94,101,103,85,102
CC(C)[C@H](N)C(=O)OCC(CO)OCn1cnc2c(=O)[nH]c(N)nc21 (stereo not given in full),·,109,106,114,94,100,115,·,109
CCN(Cc1ccc(Cl)c(Cl)c1)c1ccc2nc(N)nc(N)c2c1C,-94*,-96*,-94*,-82*,-62*,-82*,-77*,-65*,-96*
O=C(Nc1ccc(Cc2ccc(NC(=O)Nc3cccnc3)cc2)cc1)Nc1cccnc1,92,94,85,94,·,92,93,69,101
S=c1nc(-c2ccccc2)cc(-c2cn(-c3ccccc3)nc2-c2ccc(OCc3ccccc3)cc2)[nH]1,93,104,99,97,90,96,97,81,112
Cc1cc(=O)[nH]c(/C(=N/Nc2ccccc2)C(=O)c2ccc(Cl)cc2)n1,107,109,106,87,109,112,105,·,106
CCn1c(SCc2ccc(OC)cc2)nnc1-c1nn(-c2ccc(Cl)cc2Cl)c(-c2ccc(Cl)cc2)c1C,94,75,88,47,68,74,65,64,84
O=C(CSc1nnc(-c2cnccn2)n1-c1ccccc1)c1ccc(Cl)cc1,95,103,104,95,104,97,108,95,100
CCN(CC)CCn1c(=N)n(CC(O)c2ccc(Cl)c(Cl)c2)c2ccccc21 (stereo not given),100,104,89,78,92,51,91,45,19
CC(=O)c1sc(/N=C2\NC(=O)/C(=C3/C(=O)N(C)c4ccc(Cl)cc43)S2)nc1C,96,113,100,94,94,102,96,89,108
COc1ccc(C2=Nc3c(N)ncnc3NC(c3sc(Cl)nc3Cl)C2)cc1 (stereo not given),104,102,·,99,97,107,98,101,110

Compound activity from PubChem.
